Source: PubChem (several laboratories)
Mtb RmlCD inh: inhibitors of Mycobacterium tuberculosis RmlC and RmlD coupled enzymes; P9WH09+P9WH11; RmlC+RmlD coupled enzyme assay, percent inhibition; primary screen in compound mixtures; inhibition, % at 3.6 µM; actives 0.03% (n = 160,000); AID 1533; in the data active = inhibition mostly above about 34%, no sharp cut-off; also: some results filed as inactive read as strong as hits
Target sequence (P9WH09 whole entry, looked up): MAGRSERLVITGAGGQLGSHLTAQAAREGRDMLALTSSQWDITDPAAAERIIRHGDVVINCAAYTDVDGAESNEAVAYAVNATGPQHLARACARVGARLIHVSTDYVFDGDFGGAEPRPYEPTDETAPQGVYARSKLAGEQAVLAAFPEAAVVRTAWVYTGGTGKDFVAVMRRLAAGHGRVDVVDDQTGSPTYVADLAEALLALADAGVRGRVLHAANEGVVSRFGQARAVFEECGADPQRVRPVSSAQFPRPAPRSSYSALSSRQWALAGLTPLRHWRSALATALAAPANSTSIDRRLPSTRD
Target sequence (P9WH11 whole entry, looked up): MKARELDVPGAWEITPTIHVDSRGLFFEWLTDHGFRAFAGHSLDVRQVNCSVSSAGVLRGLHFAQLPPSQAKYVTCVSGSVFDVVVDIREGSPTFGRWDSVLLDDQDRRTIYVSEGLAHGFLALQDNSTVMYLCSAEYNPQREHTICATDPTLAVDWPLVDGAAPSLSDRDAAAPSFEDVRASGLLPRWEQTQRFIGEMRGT
GlmU inhibition: inhibition of mycobacterial GlmU enzyme – biochemical, glucosamine-1-phosphate acetyltransferase (AID 1376); M. tuberculosis GlmU acetyltransferase enzyme assay; higher % means a stronger effect; inhibition, %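 (tested at 30 µM in the primary screen)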; hits with a dose series show IC50 in µM; actives 0.25% (n = 220,000); in the data active = inhibition above about 13%;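 also: 0% = complete reaction with vehicle and 100% = reaction without substrate; strong numbers were not always called active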
Numbers without * were called inactive; . = not tested or not shown; & = joins results of further samples. An excerpt. The share of hits here may be higher or lower than overall.

SMILES	Mtb RmlCD inh	GlmU inhibition
Cc1cc(NC(=O)c2ccc([N+](=O)[O-])o2)ccc1NC(=O)c1ccco1	9	-4.2%
CCOc1cccc2cc(C(=O)N3CCc4ccccc4C3)c(=O)oc12	-3	7.7%
CCOC(=O)c1ccc(CN(Cc2ccc(C)cc2)S(=O)(=O)c2cccc([N+](=O)[O-])c2)cc1	.	1.8%
C=CCN1CCN(C(c2cccc(OC)c2OC)c2nnnn2CCC(C)C)CC1 (stereo not given)	-11	-3.9%
CN(CC(=O)Nc1ccncc1)S(=O)(=O)c1ccccc1	-7	-1.0%
CCCc1cc(=O)[nH]c(SCC(=O)c2cc(C)n(-c3c(C)n(C)n(-c4ccccc4)c3=O)c2C)n1	-8	6.9%
O=c1c(Cc2c(F)cccc2Cl)c(O)ccn1Cc1ccc2c(c1)OCO2	-6	-0.2%
CCOC(=O)Cc1csc(NC(=O)COc2c(C)cccc2C)n1	.	-1.7%
COc1ccc(C2=NN(C(C#N)c3ccc(OC)c(OC)c3)C(c3ccccc3)C2)cc1 (stereo not given)	0	1.1%
COc1ccccc1Oc1coc2cc(O)ccc2c1=O	-8	0.4%
Cc1cccc(OCC(=O)N2CCN(C(=O)c3ccc([N+](=O)[O-])cc3)CC2)c1	-5	1.9%
CS(=O)(=O)c1[nH]nc(-c2cccc(Cl)c2)c1C#N	10	-1.4%
Cc1cc(C)n(CC(=O)NC2C(=O)N3C(C(=O)O)=C(CSc4nnc(C)s4)CSC23)n1 (stereo not given)	.	1.6%
Cc1oc(C(C)(C)C)cc1C(=O)Nc1cccc(/C=C\C(=O)O)c1	.	1.2%
O=C(O)c1ccc(-n2cc(-c3cc4ccccc4oc3=O)[nH]c2=S)cc1	-10	4.9%
Cc1nnc2ccc(N3CCCC3)nn12	.	-6.0%
COc1ccccc1CNS(=O)(=O)N(C)C	-12	0.4%
O=C1Nc2ccccc2N=C(c2ccccc2)C1N1CCOCC1 (stereo not given)	5	-4.1%
CCc1ccc2[nH]c(=O)c(CN(CCN(CC)CC)C(=O)NC3CCCCC3)cc2c1	-11	-7.1%
Cc1cc(NC(=O)NN2CCOCC2)nn1-c1c(Cl)cccc1Cl	-15	-2.9%
CCN=C1S/C(=C\c2ccc(-c3cccc(C(=O)O)c3)o2)C(=O)N1CC	9	3.4%
Cc1cccc(C)c1NC(=O)C(c1ccccc1)N1CCOCC1 (stereo not given)	.	1.8%
Nc1ccc(Sc2cc(Cl)nc(N)n2)cc1	8	4.7%
O=C(CSc1nnc2c(n1)[nH]c1ccccc12)Nc1ccc(S(=O)(=O)Nc2ncccn2)cc1	5	4.4%
O=C(COC(=O)c1cccc([N+](=O)[O-])c1)NCc1ccc2c(c1)OCO2	-9	0.8%
O=C(O)CC(C(=O)O)N1C(=O)/C(=C/c2ccc(-c3nc4ccccc4s3)o2)SC1=S (stereo not given)	-6	.
Cn1c(SCn2nnc3ccccc3c2=O)nc2ccccc2c1=O	-16	-6.2%
CCC(=Nc1ccc(Cc2ccncc2)cc1)c1c(O)n(C)c(=O)n(C)c1=O	4	-5.7%
Cc1ccc(C(C(=O)NCc2ccc(F)cc2)N(CCCO)C(=O)C2COc3ccccc3O2)o1 (stereo not given)	-6	-2.8%
COc1ccc(C(=O)Nc2ccc3c(c2)nc2n3CCSC2)cc1	.	-1.7%
O=C(CNCCO)N1N=C(c2cccs2)CC1c1cccs1 (stereo not given)	11	-11%
Cc1occc1C(=O)NNC(=O)c1cccc(F)c1	-2	-6.0%
O=S(=O)(Cc1ccccc1)C1CCCCC1O (stereo not given)	37	-0.7%
CCOc1cccc(C(=O)Nc2nccs2)c1	.	2.6%
O=C(Nc1ccc2c(c1)OCO2)C1CCN(C(=O)c2cccs2)CC1	.	1.2%
Clc1ccc(C2=NNC(=NCc3ccc4c(c3)OCO4)SC2)cc1	-7	-1.0%
Cc1ccc(-n2nc(C(=O)O)nc2-c2ccccc2)cc1	.	-7.5%
CCOC(=O)CCC(=O)NCc1ccc2c(c1)cc(C)n2C	-3	5.2%
O=C(Nc1nnc(COc2ccccc2)s1)Nc1ccccc1F	3	-3.2%
C=CCn1c(SCc2nc3cc(C(=O)OC)ccc3c(=O)[nH]2)nc2sc(CC)cc2c1=O	-9	4.2%
O=C(CCN1CCCCCC1)Nc1cccc(Cl)c1	.	-4.8%
CCOC(=O)N1CCC(N2Cc3cccc(C(=O)NC(C)c4ccc5c(c4)OCCO5)c3C2=O)CC1 (stereo not given)	3	7.2%&-2.8%
C=CCc1c(C)[nH]c2c(OC)cccc2c1=S	6	-4.8%
Cc1ccc(Nc2nnc(SCC3CCCCO3)s2)cc1 (stereo not given)	0	-3.3%
O=C(c1ccccc1NS(=O)(=O)c1cccc2cccnc12)N1CCOCC1	4	2.0%
Cc1cc(NC(=O)CSc2nnc(Nc3ccccc3)s2)no1	3	.
O=C(c1ccco1)N1CCN(C(=O)c2ccccc2OC(=O)C23CC4CC(CC(C4)C2)C3)CC1	.	-0.7%
C=CCn1c(O)c(C(C)=Nc2cccc(C(F)(F)F)c2)c(=O)[nH]c1=O	-6	0.9%
CC(CN1CCCCC1)OC(=O)c1ccc(Cl)cc1Cl (stereo not given)	.	1.4%
COc1cc(C(=O)N/N=c2/sc3ccccc3n2C)cc(OC)c1OC	3	0.6%

(further entries)
SMILES	Mtb RmlCD inh	GlmU inhibition
O=Cc1ccc(O)c2ncccc12	3	6.3%
CC1CCCC(N2CCN(C(=O)c3cccc(F)c3)CC2)C1 (stereo not given)	9	-2.9%
O=C(N/N=C\c1cc(Br)c(Br)o1)c1cncc(Br)c1	18	-1.0%
O=C(c1c(F)c(F)c(F)c(F)c1F)N1CCc2ccccc21	.	-6.0%
CC1CCCCN1C(=O)C1CC(c2ccc(F)cc2)=NO1 (stereo not given)	.	0.8%
CC(C)N(Cc1cn[nH]c1-c1ccc(-c2ccccc2)cc1)Cc1nccn1C	-6	1.8%
CCS(=O)(=O)N1CCC(c2nc(-c3ccc(C(F)(F)F)cc3)no2)CC1	.	-3.2%
Cn1nc(-c2ccccc2)c(COC(=O)c2cccc(Cl)c2)c1S(=O)(=O)c1ccccc1	.	-2.0%
CC/C=C/C(=O)N1CC2(CC(c3cccc(NC(=O)CC(c4ccccc4)c4ccccc4)c3)=NO2)C[C@@H]1C(N)=O (stereo not given in full)	.	0.4%
Cc1cccc(C)c1NC(=O)c1ccc(-n2cnnn2)cc1	.	2.0%

Some of the entries so far, with each value named.
CC/C=C/C(=O)N1CC2(CC(c3cccc(NC(=O)CC(c4ccccc4)c4ccccc4)c3)=NO2)C[C@@H]1C(N)=O (stereo not given in full)
- Mtb RmlCD inh = .
- GlmU inhibition = 0.4%
O=C(c1c(F)c(F)c(F)c(F)c1F)N1CCc2ccccc21
- Mtb RmlCD inh = .
- GlmU inhibition = -6.0%

Additional entries
SMILES	Mtb RmlCD inh	GlmU inhibition
CCOC(=O)CNC(=S)n1cnc(N)n1	12	-2.9%
Cc1ccc2c(c1)nnn2C1CCN(CC(=O)Nc2ccc3c(c2)OCCO3)CC1	.	0.9%
Cc1cc(C)c(C#N)c(SCc2ccc([N+](=O)[O-])cc2)n1	-5	-8.6%
CCN1C(=O)/C(=C2\SC(N3CCCCC3)=NC2=O)c2ccccc21	.	-3.4%
On1c(-c2ccccc2)nc2ccccc21	-16	2.0%
Cc1ccccc1NC(=O)Cn1c(=O)sc2ccccc21	8	-0.1%
CC1(c2ccccc2)CC(C)(C)N2C(=O)C3(C(C#N)=C(N)Oc4cc(O)ccc43)c3cccc1c32 (stereo not given)	9	-0.3%
C/C(CC1(O)C(=O)Nc2ccccc21)=N\O (stereo not given)	-5	-1.1%
COc1cc(NS(=O)(=O)c2ccc(C)c(C)c2)c(OC)cc1Cl	.	2.0%
COC(=O)Nc1ccc(S(=O)(=O)N2CCCC(C(=O)O)C2)cc1 (stereo not given)	-5	4.5%

Next part (7 carried over from the part before).
SMILES	Mtb RmlCD inh	GlmU inhibition
CCN1C(=O)/C(=C2\SC(N3CCCCC3)=NC2=O)c2ccccc21	.	-3.4%
On1c(-c2ccccc2)nc2ccccc21	-16	2.0%
Cc1ccccc1NC(=O)Cn1c(=O)sc2ccccc21	8	-0.1%
CC1(c2ccccc2)CC(C)(C)N2C(=O)C3(C(C#N)=C(N)Oc4cc(O)ccc43)c3cccc1c32 (stereo not given)	9	-0.3%
C/C(CC1(O)C(=O)Nc2ccccc21)=N\O (stereo not given)	-5	-1.1%
COc1cc(NS(=O)(=O)c2ccc(C)c(C)c2)c(OC)cc1Cl	.	2.0%
COC(=O)Nc1ccc(S(=O)(=O)N2CCCC(C(=O)O)C2)cc1 (stereo not given)	-5	4.5%
CCc1ccc(C2c3[nH]c4ccccc4c3CCN2C(=O)CN2CCN(CC)CC2)cc1 (stereo not given)	.	-5.7%
CC1(C)Cc2c(C#N)c(N3CCN(C(=O)c4ccccc4)CC3)nc(Cc3ccccc3)c2CO1	-3	-5.0%
Cc1ccc(S(=O)(=O)N(C)Cc2nc(-c3ccc(Br)cc3)no2)cc1	7	0.7%
CCNc1nc(NCc2ccccc2)nc(Oc2ccc(=O)[nH]n2)n1	.	-3.1%
CC(=O)NC1C(=O)SC1(C)C (stereo not given)	19	0.7%
Cc1nnc(SCc2ccc(CSc3nnc(C)c(=O)[nH]3)cc2)[nH]c1=O	2	5.5%
O=c1c2ccccc2ncn1CCOCCOc1ccc([N+](=O)[O-])cc1	8	-1.7%
CCOC(=O)N1CCC(NC(=O)C2CCCN(S(=O)(=O)c3cccc4nsnc34)C2)CC1 (stereo not given)	.	-5.7%
O=[N+]([O-])c1ccc(N/N=C2/CCCCC2c2ccccn2)cc1 (stereo not given)	32	-4.8%
Cc1onc(-c2c(F)cccc2Cl)c1C(=O)NC(=S)NC1CCS(=O)(=O)C1 (stereo not given)	14	2.4%
O=C(NCCCNc1ccc([N+](=O)[O-])cc1)C(F)(F)F	-13	-3.2%
O=C(O)CCn1cc(/C=C2\NC(=S)N(c3ccccc3)C2=O)c(-c2ccc(Br)cc2)n1	19	1.2%
c1ccc(C2CC(c3ccccc3)n3ncnc3N2)cc1 (stereo not given)	7	0.9%
O=c1cc(CSc2ccc(Cl)cc2)nc(N2CCCCC2)[nH]1	-10	4.1%
CCOc1ccc2ncc(S(=O)(=O)c3ccccc3)c(N3CCN(c4ccc(OC)cc4)CC3)c2c1	2	-0.8%
COC(=O)C1SCC2C(=O)N(Cc3ccccc3)CC(=O)N21 (stereo not given)	7	-3.7%
NC(=O)CCN1CCCCC1	-7	-2.7%
C=CCn1c(CNc2ccc(C)cc2)nnc1SCC(=O)N/N=C/c1ccc(O)cc1O	7	-0.5%
CC(=O)N1CCC2(CC1)CC(=O)c1cc(OCC(=O)NCc3ccco3)ccc1O2	18	4.5%
CCNC(=O)CC1C(=O)N(c2ccccc2)C(=O)N1CCC(C)C (stereo not given)	.	-0.5%
CCOC(=O)c1[nH]c(C=O)c(C(=O)OCC)c1C	-12	1.4%
CS(=O)(=O)N(CC(=O)NCc1ccco1)c1ccc2c(c1)OCO2	1	4.0%
O=C(Cn1nnc(-c2ccc3c(c2)OCO3)n1)NCc1ccccc1	.	-0.2%
CCN(CC)S(=O)(=O)c1ccc(N=Nc2c(C)[nH]n(C(N)=S)c2=O)cc1	.	3.9%
COc1ccc2[nH]c3c(c2c1)CCNC3=O	.	-6.2%
O=C(CSc1ccccc1)Nc1nnc(COc2ccc(Cl)cc2)s1	.	5.8%
CCCN1CCC(=O)N([C@H](CSc2ccc(Br)cc2)c2ccccc2)CC1	.	-5.4%
CCC(=O)OCCn1c(Br)nc2c1c(=O)[nH]c(=O)n2C	.	2.1%
O=S(=O)(c1ccc(SCCO)nc1)N1CCCC1	19	-1.8%
CC(=O)Cc1nsc(NC(=O)c2ccc(-c3ccc(F)cc3)o2)n1	-8	1.1%
COc1ccc(N2CCN(c3nc(-c4cccs4)nc4ccccc34)CC2)cc1	.	4.7%
Cn1c(NCc2c(O)ccc3ccccc23)nc2ccccc21	1	-0.8%
O=C(c1ccco1)N1CCN(Cc2cn[nH]c2-c2cccc3ccccc23)CC1	-12	6.0%
Cc1cc(C)c(C(=O)/C=C/c2cccs2)c(=O)[nH]1	2	-1.7%
CSc1ccc(C(=S)N2CCN(CCO)CC2)cc1	.	2.9%
Cc1cc(C)nc(NC2=NCC(=O)N2c2ccc(Cl)cc2)n1	1	.
COc1cccc2cc(C(=O)C3=C(O)C(=O)N(CCN(C)C)C3c3ccc(Cl)cc3)oc12 (stereo not given)	-14	2.5%
Cc1nnc(SCC(=O)NNC(=O)c2ccc(Cl)cc2)n1CC1CCCO1 (stereo not given)	65	6.4%
CC(=O)Nc1ccc(OC(F)(F)C(F)C(F)(F)F)c(NC(C)=O)c1 (stereo not given)	-1	1.4%
Cc1cccc(NC(=S)NNC(=O)c2sccc2C)c1	-10	5.3%

Record cards, as listed above. Order of values: Mtb RmlCD inh, GlmU inhibition
`CC(=O)Nc1ccc(OC(F)(F)C(F)C(F)(F)F)c(NC(C)=O)c1` (stereo not given) in the list: -1, 1.4%
`Cc1cc(C)c(C(=O)/C=C/c2cccs2)c(=O)[nH]1` in the list: 2, -1.7%

Next part.
SMILES	Mtb RmlCD inh	GlmU inhibition
CC(C)CCN1CCN(Cc2nc(-c3ccc(F)cc3)cs2)CC1CCO (stereo not given)	.	2.3%
CC(NC(=O)Nc1ccc(O)cc1)(C(F)(F)F)C(F)(F)F	.	-3.6%
Cc1cc(C(=O)CCl)c(C)n1-c1cccc(S(=O)(=O)N2CCOCC2)c1	-9	-3.0%
CN1C(=O)SC(Nc2ccc(F)cc2)C1=O (stereo not given)	11	7.2%
Cc1cc(/C=N/NC(=O)c2ccc(O)cc2)c(C)n1C1CC1	4	2.9%
COc1cccc(-n2c(Cn3nc(C(F)F)cc3C(F)F)n[nH]c2=S)c1	4	3.9%
Nc1nc(SCC(=O)c2c(N)n(Cc3ccccc3)c(=O)[nH]c2=O)n[nH]1	.	-4.1%
